VHR inh abs: blocks human VHR1 dual specificity phosphatase. inhibition, % at 13.3 µM. recombinant VHR phosphatase, pNPP absorbance. AID 1654. 290,000 compounds, 0.52% hits. P51452; in the data active = inhibition above about 50%; note: some compounds called inactive have numbers as strong as hits
Target sequence (P51452 whole entry, looked up): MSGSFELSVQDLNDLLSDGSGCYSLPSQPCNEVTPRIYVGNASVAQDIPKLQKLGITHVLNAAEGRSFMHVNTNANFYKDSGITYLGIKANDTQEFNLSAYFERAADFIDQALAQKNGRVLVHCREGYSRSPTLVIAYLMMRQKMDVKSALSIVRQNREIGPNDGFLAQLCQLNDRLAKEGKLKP
SARS 3CLpro inh: SARS-CoV 3CLpro protease inhibition. recombinant SARS-CoV 3CLpro, quenched FRET peptide cleavage. inhibition, % at 6 µM. 290,000 compounds, 0.14% hits; in the data active = inhibition above about 12%
Rv3671c protease: inhibitors of M. tuberculosis serine protease Rv3671c; AID 2606; P9WHR9; 320,000 compounds, 0.048% hits; inhibition, % at 5.96 µM; in the data active = inhibition above about 38%;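 note: extracellular domain of Rv3671c used as enzyme; 0% = enzyme with DMSO and 100% = no enzyme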
Target sequence (P9WHR9 whole entry, looked up, the tested form may be a part): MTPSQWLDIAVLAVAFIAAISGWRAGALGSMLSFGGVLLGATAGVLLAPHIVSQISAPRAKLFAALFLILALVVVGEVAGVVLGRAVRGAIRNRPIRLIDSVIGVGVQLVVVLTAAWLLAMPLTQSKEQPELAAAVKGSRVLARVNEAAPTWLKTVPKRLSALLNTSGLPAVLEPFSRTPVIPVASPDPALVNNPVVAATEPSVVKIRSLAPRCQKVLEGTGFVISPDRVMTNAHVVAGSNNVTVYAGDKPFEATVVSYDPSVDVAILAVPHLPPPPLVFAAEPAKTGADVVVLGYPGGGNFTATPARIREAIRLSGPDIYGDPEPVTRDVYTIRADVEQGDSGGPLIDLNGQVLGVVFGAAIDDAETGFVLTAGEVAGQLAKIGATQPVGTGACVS
Mtb UGM inh: inhibitors of M. tuberculosis UDP-galactopyranose mutase; purified UGM, fluorescence polarization probe displacement; P9WIQ1; 320,000 compounds, 0.06% hits; inhibition, % at 10 µM; AID 504406; in the data active = inhibition above about 10%, passing the limit was not always enough
Target sequence (P9WIQ1 whole entry, looked up): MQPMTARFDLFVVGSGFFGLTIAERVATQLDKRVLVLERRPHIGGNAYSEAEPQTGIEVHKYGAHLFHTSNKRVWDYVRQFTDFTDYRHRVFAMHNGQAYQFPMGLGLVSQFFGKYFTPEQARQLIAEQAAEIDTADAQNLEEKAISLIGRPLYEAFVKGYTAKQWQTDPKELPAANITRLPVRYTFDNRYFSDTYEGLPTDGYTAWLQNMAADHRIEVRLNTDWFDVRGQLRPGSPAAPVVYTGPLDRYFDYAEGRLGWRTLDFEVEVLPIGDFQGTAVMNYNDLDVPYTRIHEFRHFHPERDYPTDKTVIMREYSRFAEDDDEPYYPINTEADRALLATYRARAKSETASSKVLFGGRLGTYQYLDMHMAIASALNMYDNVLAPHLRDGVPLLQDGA
Mtb FBA inh: Mtb fructose-bisphosphate aldolase inhibition; P9WQA3; purified M. tuberculosis FBA, fluorescence read-out; inhibition, % at 1 µM; 360,000 compounds, 2.3% hits; AID 588726; in the data active = inhibition above about 27%;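 note: 0% = vehicle and 100% = reference inhibitor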
Numbers without * were called inactive; / = no result given. This is a subset. The share of hits here may be higher or lower than overall.

SMILES	VHR inh abs	SARS 3CLpro inh	Rv3671c protease	Mtb UGM inh	Mtb FBA inh
O=C(C1CCN(S(=O)(=O)c2cccc3cccnc23)CC1)N1CC=C(c2ccccc2)CC1	5	/	4	/	/
CCN(CC)S(=O)(=O)c1ccc2c(c1)c(=O)c(C(=O)NCc1ccc3c(c1)OCO3)cn2C	9	2	-14	/	/
COC(=O)c1cc(COc2ccc3c4c(c(=O)oc3c2)CCC4)c(C)o1	16	6	0	/	/
Cc1ccc(-n2c(N)c(C(=O)Nc3c(C)n(C)n(-c4ccccc4)c3=O)c3nc4ccccc4nc32)cc1C	35	10	-18	/	/
Cc1ccnc(NC(=O)CSc2nnc3c(n2)[nH]c2ccccc23)c1	11	-1	-5	/	/
O=C1NC(Cc2ccccc2)c2nc3ccccc3c(=O)n2-c2ccc(Cl)cc21 (configuration not stated)	/	/	/	1.4	/
CC(C)n1cnc2c(NCc3ccccc3)cc(N[C@@H](CO)Cc3ccccc3)cc21	/	/	-52	-2.7	/
O=C1NC(Cc2ccccc2)c2nc3cc(Cl)ccc3c(=O)n2-c2cc(Cl)ccc21 (configuration not stated)	/	/	-8	-2.4	/
c1cncc(C2CCCN2)c1 (configuration not stated)	/	/	-1	1.6	/
O=C1NC(Cc2ccccc2)c2nc3ccc(F)cc3c(=O)n2-c2cc(Cl)ccc21 (configuration not stated)	/	/	-2	-3.2	/
COc1ccc(-c2oc3c4c(cc(OC)c3c(=O)c2CC=C(C)C)OC(C)(C)C=C4)c(OC)c1	/	/	-10	1.4	/
COc1ccc(NC(=O)c2nc[nH]c2C(=O)NCCCCCNC(=O)OC(C)(C)C)cc1	/	/	1	1.4	/
O=C(O)C(Cl)Cl	/	/	-6	-1.2	/
O=C1NC(Cc2ccccc2)c2nc3ccc(F)cc3c(=O)n2-c2ccccc21 (configuration not stated)	/	/	-1	2.0	/
Fc1ccc(-n2nnc(-c3ncc[nH]3)n2)cc1	/	/	-1	-0.9	/
Cc1ccc(O)c(O)c1	/	/	-9	3.0	/
O=C1NC(Cc2ccc(O)cc2)c2nc3ccc(Br)cc3c(=O)n2-c2ccc(Cl)cc21 (configuration not stated)	/	/	-5	0.0	/
CC1=NN(c2ccccc2)C(=O)/C1=C/c1c(C)[nH]n(-c2ccc(C)cc2)c1=O	/	/	8	-2.6	/
CN1C(=O)CC[C@H]1c1cccnc1	/	/	-10	-1.0	/
COC(=O)[C@@]1(Cc2ccc(OC)cc2)[C@H]2c3cc(C(=O)N4CCCC4)n(C[C@H](O)CO)c3C[C@H]2CN1C(=O)c1ccccc1	/	/	5	-5.5	/
COc1cccc(C2NC(=O)N(CCCC(=O)O)C(C)=C2C(=O)OCc2ccccc2)c1 (configuration not stated)	/	/	-6	3.6	/
O=C(O)C1Nc2ccc(OC(F)(F)F)cc2C2C=CCC12 (configuration not stated)	/	/	17	0.4	/
COc1ccc2[nH]cc(C3=CCNCC3)c2c1	/	/	-6	-0.1	/
C#CCOCCOCCOCCNc1nc(N2CCN(C(=O)[C@H](CCCCN)n3cc(C(N)CO)nn3)CC2)nc(N2CCN(C(=O)[C@H](CCCCN)n3cc(C(N)COC(=O)C(F)(F)F)nn3)CC2)n1 (some centres not stated)	/	/	4	0.5	/
CC1(OC(=O)c2cccs2)C(=O)C=C2C=C(c3ccc(C#N)cc3)OC=C2C1=O (configuration not stated)	/	/	6	-1.5	/
O=C1NC(Cc2ccccc2)c2nc3cc(F)ccc3c(=O)n2-c2ccccc21 (configuration not stated)	/	/	3	-3.7	/
CC(=O)O[C@H]1C[C@@H]2CC[C@@H]3[C@H](CC[C@@]4(C)[C@H]3C[C@H]([N+]3(C)CCCCC3)[C@@H]4OC(C)=O)[C@@]2(C)C[C@@H]1N1CCCCC1	/	/	6	-0.8	/
CS(=O)(=O)c1ccc(-c2cc(Br)sc2-c2ccc(F)cc2)cc1	/	/	-8	-1.9	/
COC/C=C/C1=CC2=CC(=O)C(C)(OC(=O)c3cnc4ccccc4n3)C(=O)C2=CN1C1CCCC1 (configuration not stated)	/	/	-5	2.7	/
Cc1ccc2nc3n(c(=O)c2c1)-c1cc(Cl)ccc1C(=O)NC3Cc1ccc(O)cc1 (configuration not stated)	/	/	-8	0.9	/
Cc1cc(-c2ccc(N=Nc3c(S(=O)(=O)O)cc4cc(S(=O)(=O)O)cc(N)c4c3O)c(C)c2)ccc1N=Nc1c(S(=O)(=O)O)cc2cc(S(=O)(=O)O)cc(N)c2c1O	/	/	-8	7.2	/
C[C@H](NC(=O)c1nc[nH]c1C(=O)NC1CCNCC1)C(=O)OCc1ccccc1	/	/	3	1.1	/
CCCCn1c(NC(=O)c2ccc(F)cc2)c(C#N)c2nc3ccccc3nc21	/	/	-215	0.2	/
C=CCN1C=C2C(=O)C(C)(OC(=O)c3ccco3)C(=O)C(C=C)=C2C=C1C1CC1 (configuration not stated)	/	/	-17	-0.9	/
COc1c(N2CCNC(C)C2)c(F)cc2c(=O)c(C(=O)O)cn(C3CC3)c12 (configuration not stated)	/	/	-5	-2.2	/
CCCCC1=CC2=C(c3ccco3)C(=O)C(C)(OC(=O)c3ccc(OC)cc3)C(=O)C2=CN1C1CCCC1 (configuration not stated)	/	/	5	0.8	/
CC(C)(C)OC(=O)NCCCCC1=CC2=CC(=O)C(C)(OC(=O)c3cnc4ccccc4n3)C(=O)C2=CO1 (configuration not stated)	/	/	7	2.4	/
Oc1ccc(O)cc1	/	/	-1	-0.2	/
CCOC(=O)C1=C(C)N(CCCC(=O)O)C(=O)NC1c1cc2ccccc2c2ccccc12 (configuration not stated)	/	/	-10	2.3	/
CCOC(=O)C1=C(C)N(CCCC(=O)O)C(=O)NC1c1ccc(Br)cc1 (configuration not stated)	/	/	3	-2.5	/
CC(C)(C)OC(=O)N1CCC2(CC1)Oc1ccc(F)cc1C(=O)C21CC(c2ccc(Cl)cc2)=NO1 (configuration not stated)	/	/	-8	-0.7	/
COc1ccc2c(c1)[C@H]1[C@H](CO2)[C@H](c2ccccc2)[C@]2(C)C(=O)N[C@@H](C)C(=O)N12	/	/	2	-2.9	/
CC(C)COC(=O)COc1cc(Cl)c(Cl)cc1Cl	/	/	0	0.6	/
COc1ccc(CNCCc2cccc(F)c2)c2ccccc12	21	7	/	1.6	/
O=C(O)C1Nc2c(cccc2C(F)(F)F)C2C=CCC12 (configuration not stated)	14	1	/	2.1	/
O=C(O)Cn1cc(/C=C2\C(=O)NC(=O)N(c3ccc(F)cc3)C2=O)c2ccccc21	18	1	/	-2.8	/
CC1(OC(=O)CCc2ccccc2)C(=O)C=C2C=C(c3ccsc3)OC=C2C1=O (configuration not stated)	30	/	-8	0.9	/
COc1ccc(S(=O)(=O)C(C#N)c2nc3ccccc3nc2N2CCC(C)CC2)cc1 (configuration not stated)	-2	/	9	-2.2	/
O=C(CSCc1ccc(Cl)cc1)c1ccco1	21	/	9	1.2	/
Cn1cnc2c1c(=O)[nH]c(=O)n2C	18	/	14	-2.0	/
COC/C=C/C1=CC2=CC(=O)C(C)(OC(=O)CCC(=O)OC)C(=O)C2=CO1 (configuration not stated)	0	/	-2	2.2	/
C[C@H]1[C@H](C)CC[C@]2(C)CC[C@]3(C)C(=CC[C@@H]4[C@@]5(C)CC[C@@H](O)[C@](C)(C(=O)O)[C@@H]5CC[C@]43C)[C@H]12	30	/	-9	-1.9	/
COCCCn1c2nc3ccccc3nc2c2c(=O)n(Cc3ccccc3Cl)cnc21	0	/	1	-0.8	/
C#CCOCCOCCOCCNc1nc(N2CCN(C(=O)[C@H](CCCCN)n3cc([C@@H](N)CO)nn3)CC2)nc(N2CCN(C(=O)[C@H](Cc3cc4ccccc4[nH]3)n3cc([C@@H](N)CO)nn3)CC2)n1	7	/	7	-0.2	/
C/C=C/C=C/[C@H]1Cc2cc(O)cc(O)c2O1	3	/	4	1.8	/
CC(=O)O[C@H]1CC[C@]2(C)[C@H]3CC=C4[C@@H]5[C@@H](C)[C@H](C)CC[C@]5(C(=O)O)CC[C@@]4(C)[C@]3(C)CC[C@H]2C1(C)C	11	/	-3	0.7	/
Cc1ccc(NC(=O)Cn2c(O)c(N=NC(=O)c3cc([N+](=O)[O-])ccc3O)c3ccccc32)cc1	/	1	-1	-1.1	/
O=C1NC(=S)N(c2ccc(F)cc2)C(=O)/C1=C/c1ccco1	/	2	-3	1.8	/
CCSc1nc2sc3c(c2c2nnc(SCC(=O)NCc4ccco4)n12)CCCC3	/	-2	-5	-1.6	/
O=C(c1cccc2ccccc12)n1nnc2ccccc21	/	3	-5	-0.6	/

Copied from the list.
COc1ccc(S(=O)(=O)C(C#N)c2nc3ccccc3nc2N2CCC(C)CC2)cc1 (configuration not stated) in Rv3671c protease is listed with 9
COc1ccc2c(c1)[C@H]1[C@H](CO2)[C@H](c2ccccc2)[C@]2(C)C(=O)N[C@@H](C)C(=O)N12 in Mtb UGM inh is listed with -2.9

Copied from the results shown for reference:
SMILES	VHR inh abs	SARS 3CLpro inh	Rv3671c protease	Mtb UGM inh	Mtb FBA inh
COc1ccc(CNCCc2cccc(F)c2)c2ccccc12	21	7	/	1.6	/
O=C(O)C1Nc2c(cccc2C(F)(F)F)C2C=CCC12 (configuration not stated)	14	1	/	2.1	/
O=C(O)Cn1cc(/C=C2\C(=O)NC(=O)N(c3ccc(F)cc3)C2=O)c2ccccc21	18	1	/	-2.8	/
CC1(OC(=O)CCc2ccccc2)C(=O)C=C2C=C(c3ccsc3)OC=C2C1=O (configuration not stated)	30	/	-8	0.9	/
COc1ccc(S(=O)(=O)C(C#N)c2nc3ccccc3nc2N2CCC(C)CC2)cc1 (configuration not stated)	-2	/	9	-2.2	/
O=C(CSCc1ccc(Cl)cc1)c1ccco1	21	/	9	1.2	/
Cn1cnc2c1c(=O)[nH]c(=O)n2C	18	/	14	-2.0	/
COC/C=C/C1=CC2=CC(=O)C(C)(OC(=O)CCC(=O)OC)C(=O)C2=CO1 (configuration not stated)	0	/	-2	2.2	/
C[C@H]1[C@H](C)CC[C@]2(C)CC[C@]3(C)C(=CC[C@@H]4[C@@]5(C)CC[C@@H](O)[C@](C)(C(=O)O)[C@@H]5CC[C@]43C)[C@H]12	30	/	-9	-1.9	/
COCCCn1c2nc3ccccc3nc2c2c(=O)n(Cc3ccccc3Cl)cnc21	0	/	1	-0.8	/
C#CCOCCOCCOCCNc1nc(N2CCN(C(=O)[C@H](CCCCN)n3cc([C@@H](N)CO)nn3)CC2)nc(N2CCN(C(=O)[C@H](Cc3cc4ccccc4[nH]3)n3cc([C@@H](N)CO)nn3)CC2)n1	7	/	7	-0.2	/
C/C=C/C=C/[C@H]1Cc2cc(O)cc(O)c2O1	3	/	4	1.8	/
CC(=O)O[C@H]1CC[C@]2(C)[C@H]3CC=C4[C@@H]5[C@@H](C)[C@H](C)CC[C@]5(C(=O)O)CC[C@@]4(C)[C@]3(C)CC[C@H]2C1(C)C	11	/	-3	0.7	/
Cc1ccc(NC(=O)Cn2c(O)c(N=NC(=O)c3cc([N+](=O)[O-])ccc3O)c3ccccc32)cc1	/	1	-1	-1.1	/
O=C1NC(=S)N(c2ccc(F)cc2)C(=O)/C1=C/c1ccco1	/	2	-3	1.8	/
CCSc1nc2sc3c(c2c2nnc(SCC(=O)NCc4ccco4)n12)CCCC3	/	-2	-5	-1.6	/
O=C(c1cccc2ccccc12)n1nnc2ccccc21	/	3	-5	-0.6	/

(more compounds)
SMILES	VHR inh abs	SARS 3CLpro inh	Rv3671c protease	Mtb UGM inh	Mtb FBA inh
Cc1ccccc1N1C(=O)/C(=C/c2ccco2)C(=O)NC1=S	/	4	11	-2.3	/
Oc1c(Br)cc(/C=N/n2c(-c3ccccc3)n[nH]c2=S)c(Br)c1O	/	4	2	-1.9	/
CSc1nc2c(=S)[nH]c(=S)[nH]c2s1	/	/	/	/	0
CCC1(c2ccc(C)cc2)C(=O)NC(=S)NC1=O	/	/	/	/	1
COC1CC2C=C(C)C=CC=CC(=O)NC(c3ccccc3)CC=CCCC(O)CC(=O)C2=C1O (configuration not stated)	/	/	/	/	-3
O=[N+]([O-])c1nccn1CC(O)CN1CC1 (configuration not stated)	/	/	/	/	2
Cc1cn(C2CC(O)C(O)C(CO)O2)c(=O)[nH]c1=O (configuration not stated)	/	/	/	/	0
COc1ccc(CCN2C(=O)CCC3=C2CCC3=O)cc1OC	/	/	/	/	1
O=C(Cc1ccc(OCc2ccccc2)cc1)NCc1ccc2c(c1)OCO2	/	/	/	/	1
Cc1cc(C)c(C#N)c(OCC2CCCO2)n1 (configuration not stated)	/	/	/	/	2
COC1=CC(=NCl)C=CC1=NCl	/	/	/	/	-3
O=C(Cc1ccccc1)NS(=O)(=O)c1ccccc1	/	/	/	/	3
CC1CC2(CC(CN(C3CCCCC3)C3CCCCC3)OC2=O)C(=O)O1 (configuration not stated)	/	/	/	/	0
CCNc1nc(NC(C)C)nc(-c2ccncc2)n1	/	/	/	/	3
COc1cccc(COC(=O)Nc2ccccc2)c1OC	/	/	/	/	-1
CC(C)c1cccc(C(C)C)c1NC(=O)OC1CCCCC1	/	/	/	/	-4
CSC1=NC=C(C#N)C2=NC(c3c(Cl)cccc3Cl)NN12 (configuration not stated)	/	/	/	/	3
